# Assay outcomes (PubChem)
# K1F lysis inhibition: inhibition of K1F phage lysis, E. coli UTI89, bacterial capsule biogenesis inhibitors, alamar blue (AID 488966) | E. coli UTI89 K1F phage lysis, alamar blue, 2 h; higher % means a stronger effect | one-dose inhibition, % at 100 µM; IC50 in µM for titrated hits | 0.02% of 340,000 active;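 active = phage lysis inhibition, versus mean bacterial control, above a set limit; inconclusive = no clear call, values can overlap the other calls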;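 note: capsule biogenesis inhibitors block K1F phage lysis so surviving cells raise fluorescence; higher fluorescence means more inhibition of phage lysis; actives were called in the ten point dose series up to 300 µM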
# Myeloid diff MLP: induction of myeloid progenitor differentiation, primary screen, cell-based, flow cytometry, MLPCN library; ER-HoxA9 myeloid progenitors, lysozyme-GFP differentiation; calls only at 10 µM; 1% of 360,000 active; AID 624256, 2012;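 active = normalized GFP-positive differentiation at or above the plate's own cutoff, the solvent-only control mean plus 3 SD; inconclusive = no clear call, values can overlap the other calls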;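 note: cells exposed to compound for four days before flow analysis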
# Myeloid diff MLP GFP+ MAC1+ %: second read-out of Myeloid diff MLP, no call of its own (marks repeat the call); GFP+ MAC1+ double positive, %; measured here: differentiation confirmed by MAC1 staining
# Numbers without * were called inactive; i = inactive; ? = inconclusive; . = not tested or not shown; & = joins results of further samples; [ ] = dose if it differs, or a comment. The list is partial, so the mix of outcomes need not match the whole.
# Below each compound – K1F lysis inhibition	Myeloid diff MLP	Myeloid diff MLP GFP+ MAC1+ %
> CC(Oc1ccc(C#N)cc1)C(=O)Nc1ccc(-n2cnnn2)cc1 (stereo unspecified)
    1.5%[50 µM]	i	0.5
> CC/C(C)=C1/NC(=O)NC1=O
    2.3%	i	0.4
> CCC(C)(O)c1[nH]c2ccc(C#N)cc2c1C (stereo unspecified)
    0.4%	i	0.8
> COC(=O)[C@H]1[C@@H](C)N(Cc2ccccc2)C(=O)N[C@H]1c1ccccc1
    -1.0%	i	2.7
> CC(CCc1ccccn1)C(=O)c1ccccc1 (stereo unspecified)
    -1.1%	i	1.3
> CN(C)c1ccc(Cc2cc3c(O)ccc(O)c3cc(Cc3ccc(N(C)C)cc3)c2=O)cc1
    -1.8%	i	1.8
> Cc1ccc(OCC(=O)N2CCC(Cc3ccccc3)CC2)c([N+](=O)[O-])n1
    -0.5%[50 µM]	i	0.3
> COc1ccc(C(=O)N(CCc2ccccc2)Cc2ccccc2)cc1S(=O)(=O)N1CCOCC1
    -0.7%[50 µM]	i	1.0
> COc1ccccc1C(=O)NCC(=O)OCC(=O)c1ccc(Cl)s1
    2.1%[50 µM]	i	0.9
> Cc1cccc2sc(N(CCN3CCOCC3)C(=O)CCS(=O)(=O)c3ccccc3)nc12
    -0.2%[50 µM]	i	1.4
> Cc1ccc(S(=O)(=O)N2CCC(C(=O)Nc3ccc(S(=O)(=O)N4CCCC4)cc3)CC2)cc1C
    1.4%[50 µM]	i	0.6
> CCc1cc(Cl)c(OC)c(C(=O)NC[C@@H]2CCCN2CC)c1O
    7.8%&-1.7%	i	4.0&6.5
> Nc1nc2c(s1)CCc1ccccc1-2
    -0.2%	i	0.7
> CCC(C)c1ccccc1NC(=O)C(C)OC(=O)c1ccco1 (stereo unspecified)
    0.4%[50 µM]	i	1.0
> CCCCn1c(N)c(N(C)C(=O)c2ccc(Br)o2)c(=O)[nH]c1=O
    0.6%[50 µM]	i	1.9
> COc1ccc(C2(c3ccc(OC)cc3)NC(=O)N(CC(=O)NC3(C#N)CCCCC3)C2=O)cc1
    0.6%	i	0.5
> Cn1c(=O)c(C(=O)c2ccc(S(C)(=O)=O)c(Cl)c2Cl)c(O)c2ccccc21
    -0.3%	i	0.2
> NCc1ccccc1
    2.7%	i	1.4
> CC(=NNC(=S)Nc1cccc(C)c1)c1ccccn1
    9.8%	?	.
> Cc1ccc(C(=O)OCC(=O)Nc2cccc(S(=O)(=O)N3CCCCC3)c2)o1
    0.5%[50 µM]	i	0.8
> O=C(c1cccc(S(=O)(=O)Nc2ccccc2Cl)c1)N1CCN(c2ccccc2O)CC1
    -0.2%[50 µM]	i	0.0
> C[C@@]12CCC3[C@@](CCC4[C@@]3(C)CCC[C@@]4(C)C(=O)O)(CC1=O)C2 (stereo partly specified)
    0.1%	i	0.8
> O=C(NNC(=O)c1ccc(-n2cncn2)c([N+](=O)[O-])c1)c1cccc(Cl)c1
    1.0%[50 µM]	i	0.3
> COc1cccc(NC(=O)c2cccc(C(=O)Nc3cccc(OC)c3)c2)c1
    0.1%	i	0.3
> CSc1ccc(S(=O)(=O)NCC(=O)OCC(=O)NCC2CCCO2)cc1[N+](=O)[O-] (stereo unspecified)
    1.5%[50 µM]	i	0.2
> O=C(CN1C(=O)NC2(CCCCCCC2)C1=O)NCc1ccccc1Cl
    0.2%[50 µM]	i	0.9
> O=C(Nc1ccc(Cl)c(S(=O)(=O)N2CCCC2)c1)c1nn(CCO)c(=O)c2ccccc12
    0.4%[50 µM]	i	0.5
> COC(=O)C1=C(C)NC(C)=C(C(=O)OC)C1C(=O)OCC(=O)N1CCCCC1C (stereo unspecified)
    -0.4%[50 µM]	i	0.7
> CC12CCC(=O)N1C(C(=O)NCc1ccccc1Cl)CS2 (stereo unspecified)
    0.9%[50 µM]	i	0.3
> Cc1ccc(S(=O)(=O)N2CCN(c3ccc(N4CCOCC4)nn3)CC2)cc1[N+](=O)[O-]
    1.3%[50 µM]	i	0.5
> O=C(O)C1CCN(C(=O)CSc2nnc3ccccn23)CC1
    1.1%[50 µM]	i	1.9
> N#Cc1ccccc1NC(=O)c1ccccc1OCC(=O)Nc1ccc2c(c1)oc1ccccc12
    2.1%	i	8.4
> CCN(C(=O)CO/N=C/c1ccc(OC)cc1OC)c1c(N)n(Cc2ccccc2)c(=O)[nH]c1=O
    -0.1%[50 µM]	i	1.4
> CC(C)C[C@H]1CN([C@@H](CC(C)C)CN2CCC[C@@H]2CN2C(=O)C(=O)NC[C@@H]2Cc2ccccc2)C(=O)C(=O)N1CCc1ccccc1
    0.1%	i	1.6
> CCOC(=O)[C@H]1[C@H]2COc3cc(OC)ccc3[C@@H]2N2C(=O)CN(Cc3ccccc3)C(=O)[C@@]12C
    -0.1%	i	2.0
> O=C1CCCC/C=C\C[C@H](CC(=O)N(CCO)Cc2ccccc2)C(=O)N[C@@H](c2ccccc2)CO1
    0.1%	i	1.2
> Cc1cc(C(=O)Nc2cccc(S(=O)(=O)N3CCCC3)c2)c2ccccc2n1
    0.3%[50 µM]	i	0.3
> O=C(CN1C(=O)C2CCCCC2C1=O)Nc1nc(-c2ccc(F)cc2)cs1 (stereo unspecified)
    1.0%[50 µM]	i	1.8
> Cc1ccccc1C(=O)N1CCC(C(=O)Nc2cc(C(F)(F)F)ccc2N2CCCC2)CC1
    0.2%[50 µM]	i	0.3
> Cc1ccc(CONC(=O)c2ccc(Cl)cc2)cc1
    0.1%[50 µM]	i	0.7
> CN(C(=O)COC(=O)c1cccc(S(=O)(=O)N2CCCCCC2)c1)C1CCS(=O)(=O)C1 (stereo unspecified)
    -0.2%[50 µM]	i	0.8
> O=C1OC2(c3ccccc31)c1ccccc1-c1ccccc12
    0.2%	i	1.3
> O=[N+]([O-])c1ccc(NN=Cc2cccc3ccccc23)cc1
    -2.2%	i	3.7
> O=C(O)c1cccc2sc3cc(Cl)ccc3c(=O)c12
    1.5%	i	0.9
> CC1CC(C)(C)CC2(C1)NC(=O)N(CC(=O)N(C)Cc1nc3ccccc3c(=O)[nH]1)C2=O (stereo unspecified)
    0.3%[50 µM]	i	0.2
> CC(=O)Nc1ccc(S(=O)(=O)Nc2ccccc2N2CCOCC2)cc1
    0.9%[50 µM]	i	0.2
> O=C(CC(CC(=O)c1ccccc1)c1ccccn1)c1ccccc1
    3.4%	i	1.2
> COc1cccc(NC(=O)C2CC(=O)N(Cc3ccco3)C2)c1 (stereo unspecified)
    3.7%	i	0.9
> CNC(CC(C)C)C(=O)NC1C(=O)NC(CC(N)=O)C(=O)NC2C(=O)NC3C(=O)NC(C(=O)NC(C(=O)O)c4cc(O)cc(O)c4-c4cc3ccc4O)C(O)c3ccc(c(Cl)c3)Oc3cc2cc(c3OC2OC(CO)C(O)C(O)C2OC2CC(C)(N)C(O)C(C)O2)Oc2ccc(cc2Cl)C1O (stereo unspecified)
    -10%	i	2.6
> CC[C@H](C)[C@H](NC(=O)OCc1ccccc1)C(=O)OCC(=O)N1CCN(c2ccc(OC)cc2)CC1
    0.9%[50 µM]	i	0.8
> O=C(COC(=O)CNC(=O)c1ccc(Cl)c([N+](=O)[O-])c1)NNC(=O)c1cccs1
    1.4%[50 µM]	i	0.3
> CCCCn1c(N)c(N(CCOC)C(=O)COC(=O)COc2ccc(CC)cc2)c(=O)[nH]c1=O
    1.8%[50 µM]	i	0.8
> CCCCN(C(=O)c1cccc(-n2cccc2)c1)c1c(N)n(Cc2ccccc2)c(=O)[nH]c1=O
    -0.8%	i	1.2
> CCCc1cc(=O)[nH]c(SCC(=O)N2CCCC2=O)n1
    0.7%[50 µM]	i	0.8
> CCN(C[C@H]1N[C@@](Cc2ccccc2)(C(=O)OC)[C@H]2C(=O)N(C)C(=O)[C@@H]12)C(=O)NC(C)C
    0.1%	i	0.5
> Cc1ccc(C(=O)NCC(=O)OCn2nnc3ccccc3c2=O)cc1
    0.6%[50 µM]	i	0.2
> O=C(Cc1ccc(NC(=O)C2CCCN(C(=O)CCc3ccccc3)C2)cc1)Nc1cccc(C(=O)N2CCCCC2)c1 (stereo unspecified)
    0.1%	i	0.3
> Cc1cccc2nc(C(=O)Nc3cccc(C(=O)NC4CC4)c3)cn12
    -0.2%[50 µM]	i	1.2
> O=S(=O)(c1ccc(F)cc1)N1CCC2(CC1)OCCN2S(=O)(=O)c1cccs1
    0.3%[50 µM]	i	1.0
> O=C(C[C@H]1C[C@H](C(=O)N2CCCCC2)[C@@]2(CCc3ccccc3)c3[nH]c4ccc(Cl)cc4c3CCN2C1=O)NCCC1=CCCCC1
    0.1%	i	0.9

# The list goes on:
# Below each compound – K1F lysis inhibition	Myeloid diff MLP	Myeloid diff MLP GFP+ MAC1+ %
> CCOc1ccccc1NC(=O)CSc1nc(=O)n(Cc2ccncc2)c2c1CCC2
    1.2%[50 µM]	i	0.7
> Cc1ccc(NC(=O)c2ncn(CC(=O)N[C@H](C)c3cccc4ccccc34)n2)cc1C
    0.3%	i	0.8
> Cc1cc(C#Cc2c(-c3ccccc3)n(C)c3ccccc23)ccc1F
    -0.2%	i	2.5
> CCN1C(=O)[C@H]2[C@H]3CN=C(SCc4ccc(Cl)cc4)N3[C@@](CC)(C(=O)OC)[C@H]2C1=O
    0.3%	i	1.2
> Cc1nnc(SCC(=O)NNC(=O)c2ccc(F)cc2)n1Cc1ccccc1
    7.8%	i	1.2
> O=C(Cc1ccc2c(c1)OCO2)NN=Cc1ccc([N+](=O)[O-])o1
    -1.4%	i	1.7
> N#Cc1ccccc1OCC(=O)N1N=C(c2cccs2)CC1c1ccco1 (stereo unspecified)
    -0.1%[50 µM]	i	1.2
> CN1CCN(C(CNS(=O)(=O)c2ccc([N+](=O)[O-])cc2)c2ccc(F)cc2)CC1 (stereo unspecified)
    0.6%[50 µM]	i	1.3
> CCN(c1cccc2ccccc12)S(=O)(=O)c1cccs1
    -0.7%[50 µM]	i	1.0
> CCn1c(SCc2cc(=O)[nH]c3ccccc23)nc2c1c(=O)n(C)c(=O)n2C
    4.8%	i	0.6
> O=C(OCC(=O)N1CCc2ccccc21)c1cc(S(=O)(=O)N2CCOCC2)ccc1F
    1.4%[50 µM]	i	0.6
> c1ccc2c(c1)CNc1ccccc1-2
    -1.0%	i	0.7
> CC1CN(C(=O)CNC(=O)COc2ccccc2)CC(C)O1 (stereo unspecified)
    1.1%[50 µM]	i	0.5
> O=C(C[n+]1ccccc1)N/N=C/c1cc(Br)ccc1F
    0.1%[50 µM]	i	1.7
> Cc1ccc(S(=O)(=O)CCC(=O)N(CCCN2CCOCC2)c2nc3ccccc3s2)cc1
    0.5%[50 µM]	i	0.6
> CCN(CC)C(=O)N1CCc2ccccc2C1CN1C(=O)c2ccccc2C1=O (stereo unspecified)
    0.4%	i	1.1
> O=C1CCc2cc(S(=O)(=O)NCc3ccc(F)cc3)cc3c2N1CCC3
    0.8%[50 µM]	i	0.7
> CCO[C@@H]1c2c(ccc3ccc(=O)oc23)OC(C)(C)[C@H]1O
    1.6%	i	0.8
> COC(=O)C(CC(=O)CNC(=O)c1ccccc1)NC(=O)c1ccccc1 (stereo unspecified)
    2.8%	i	0.6
> CC(C)CN1CCC(=O)N([C@H](CN=[N+]=[N-])Cc2ccccc2)CC1
    0.5%	i	0.4
> COc1ccc2cc(-c3ccsc3)ncc2c1
    2.6%	i	0.9
> Cc1ccc(C(=O)N2CCN(C(=O)C3CCCO3)CC2)cc1 (stereo unspecified)
    0.8%[50 µM]	i	1.6
> C[C@]12c3[nH]c4cc(-c5ccco5)ccc4c3CCN1C(=O)[C@@H](CC(=O)NCc1ccco1)C[C@@H]2C(=O)N1CCOCC1
    0.0%	i	0.8
> Cc1ccc(NC(=O)Cc2ccccc2)cc1S(=O)(=O)N1CCOCC1
    0.9%[50 µM]	i	0.5
> N#CC1=C(N)Oc2cc(O)c(Cl)cc2C1c1ccccc1F (stereo unspecified)
    0.0%	i	1.0
> CCN(Cc1ccc(OC)c(F)c1)C(=O)/C=C/c1ccc(S(=O)(=O)N2CCOCC2)cc1
    -0.1%[50 µM]	i	0.8
> CN(C)CCCNC(=O)C[C@H]1C[C@H](C(=O)N2CCCCC2)[C@@]2(C)c3[nH]c4cc(CCC(=O)N(C)C)ccc4c3CCN2C1=O
    0.2%	i	0.6
> CC1CCCC(C)N1C(=O)COC(=O)c1ccco1 (stereo unspecified)
    -0.2%	i	1.1
> CC1CC(OCC(O)CN2CCCCC2C)CC(C)(C)C1 (stereo unspecified)
    0.0%	i	0.2
> COc1ccc(Cl)cc1C(=O)OCC(=O)N(C)CC(=O)Nc1ccc(F)cc1
    2.7%[50 µM]	i	0.8

# Complete entries from above:
# Listed for Cc1ccc(NC(=O)Cc2ccccc2)cc1S(=O)(=O)N1CCOCC1 = K1F lysis inhibition = 0.9%[50 µM]; Myeloid diff MLP = i; Myeloid diff MLP GFP+ MAC1+ % = 0.5
# Listed for CC1CN(C(=O)CNC(=O)COc2ccccc2)CC(C)O1 (stereo unspecified) = K1F lysis inhibition = 1.1%[50 µM]; Myeloid diff MLP = i; Myeloid diff MLP GFP+ MAC1+ % = 0.5
# Listed for N#CC1=C(N)Oc2cc(O)c(Cl)cc2C1c1ccccc1F (stereo unspecified) = K1F lysis inhibition = 0.0%; Myeloid diff MLP = i; Myeloid diff MLP GFP+ MAC1+ % = 1.0
